V1R ag counter: activates human V1a receptor in oxytocin agonist counter-screen. CHO-V1R cells, Fluo-8 calcium fluorescence, agonist mode; 0% DMSO, 100% 3 nM vasopressin. activation, % at 3 µM. 320,000 tested, 0.25% active;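 active = activation above the mean activation of all tested compounds plus 3 SD, per screening run, cut at about 20% in these data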;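 note: signal is peak over basal fluorescence ratio across a 100 second FLIPR read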
GalR3 antag: blocks the human galanin receptor 3. O60755. HEK293 GalR3-CNG cAMP membrane potential fluorescence; galR3 body fused to GalR1 C-terminus. inhibition, % at 3 µM. 360,000 tested, 0.44% active. AID 651719;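 active = inhibition above the screen-wide average plus 3 SD, cut at about 13% in these data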;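 note: forskolin and galanin both at EC90 stimulate the cells; cAMP rise reported by CNG channel membrane potential dye signal; 0% = forskolin plus galanin with DMSO and 100% = forskolin alone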
Target sequence (O60755 1-299 limits assumed): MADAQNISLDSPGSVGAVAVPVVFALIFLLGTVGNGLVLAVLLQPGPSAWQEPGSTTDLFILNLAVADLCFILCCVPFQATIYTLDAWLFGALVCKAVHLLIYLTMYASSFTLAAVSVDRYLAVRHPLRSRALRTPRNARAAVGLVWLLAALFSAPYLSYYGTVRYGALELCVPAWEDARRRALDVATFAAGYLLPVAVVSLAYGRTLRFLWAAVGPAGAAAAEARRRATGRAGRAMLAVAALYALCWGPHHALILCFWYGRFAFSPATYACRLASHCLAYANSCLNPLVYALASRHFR
OXTR agonist: agonists of human oxytocin receptor; CHO-OTR cells, Fluo-8 calcium fluorescence; normalized: DMSO 0%, oxytocin 100%; activation, % at 3 µM; 320,000 tested, 0.32% active;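 active = activation above the mean of all tested compounds plus 3 SD, cutoff set per screening run, cut at about 20% in these data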;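 note: peak over basal fluorescence ratio from a 100 s FLIPR kinetic read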
Target sequence (P30559 whole entry, looked up): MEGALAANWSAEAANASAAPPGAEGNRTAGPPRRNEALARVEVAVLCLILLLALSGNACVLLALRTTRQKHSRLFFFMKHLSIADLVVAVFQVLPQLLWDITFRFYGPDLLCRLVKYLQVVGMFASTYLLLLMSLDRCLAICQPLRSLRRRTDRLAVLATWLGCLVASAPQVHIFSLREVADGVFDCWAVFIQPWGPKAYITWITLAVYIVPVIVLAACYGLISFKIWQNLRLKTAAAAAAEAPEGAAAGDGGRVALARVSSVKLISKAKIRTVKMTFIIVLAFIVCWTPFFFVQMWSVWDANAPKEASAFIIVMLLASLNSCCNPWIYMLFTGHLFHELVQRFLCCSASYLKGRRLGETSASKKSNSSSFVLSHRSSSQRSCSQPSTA
* = called active by the depositor. Only part of the results is shown; rates above refer to the full screens.

structure	V1R ag counter	GalR3 antag	OXTR agonist
C[C@@H]1COC(=O)[C@H](CC(=O)OC(C)(C)C)C/C=C\C[C@@H](CC(=O)NCCO)C(=O)N1	2.7	-8	1.2
Cc1ccc(S(=O)(=O)N2CC(=O)N3CCN(CCN)C3C2)cc1 (centres undefined)	-0.2	8	0.6
Cc1ccc(C2=NOC(c3nnc(-c4ccccc4)o3)C2)cc1 (centres undefined)	-0.2	-6	-0.3
O=C(COC(=O)/C=C/c1ccco1)NC1CCCCC1	0.1	-4	-0.6
O=C1CN(C(=O)COC(=O)CCC(=O)c2ccc(Cl)cc2)c2ccccc2N1	8.6	-8	8.1
CC(C)Cn1c(N)c(C(=O)COC(=O)CCNS(=O)(=O)c2ccccc2)c(=O)n(C)c1=O	9.7	-2	1.8
COCCN(C(=O)CSc1ncccn1)c1c(N)n(Cc2ccccc2)c(=O)[nH]c1=O	-1.2	-2	0.5
CC(=O)Nc1ccc(NC(=O)CSc2ncc(C(=O)Nc3ccc(F)cc3)c(=O)n2C)cc1	0.4	-3	0.7
CCC1Nc2ncnc(N3CCN(c4ccccc4)CC3)c2N(Cc2ccc(C)cc2)C1=O (centres undefined)	-0.1	-4	0.0
COC(=O)c1ccc2c(C)c(C3(O)CCCCC3)[nH]c2c1	2.8	-1	1.5
Cc1ccc(NC(=O)CN(C)C(=O)c2ccc(-n3cncn3)c([N+](=O)[O-])c2)cc1	-1.1	5	-0.6
Clc1cccc(OCCOCCN2CCNCC2)c1Cl	0.9	-6	1.1
CCOc1cc(/C=C/C(=O)OCC(=O)NCCN2C(=O)CSC2=O)ccc1OCC(C)C	2.4	0	0.4
O=C(NNC(=O)c1ccc(O)c(Cl)c1)c1cccc(S(=O)(=O)N2CCOCC2)c1	0.0	-2	1.3
COc1ccc(/C=N/NC(=O)c2cc(-c3cccc(C)c3)nc3ccccc23)cc1O	0.4	-2	-1.3
O=C1CCC(=O)O1	1.0	1	0.9
COc1ccc2sc(-c3ccccc3OC)c(C#Cc3cncn3C)c2c1	1.6	-5	1.1
CCN(C(=O)COC(=O)c1cccs1)c1c(N)n(Cc2ccccc2)c(=O)[nH]c1=O	0.3	-3	0.0
CCCCn1c(N)c(N(CCOC)C(=O)C2CCN(S(=O)(=O)c3ccc(C)c(C)c3)CC2)c(=O)[nH]c1=O	-0.6	0	-0.2
CCc1noc(C)c1C(=O)Nc1cc(S(=O)(=O)N2CCOCC2)ccc1OC(C)C	-1.0	-1	-2.8
CCOc1ccccc1N1CCN(C(=O)C2CSC3(C)CCC(=O)N23)CC1 (centres undefined)	0.6	3	1.3
CCOc1ccccc1C(=O)OCC(=O)NCc1ccc2c(c1)OCO2	0.5	-6	-0.2
CCCCn1c(SCC(=O)N2CCCC2=O)nc2cc(S(N)(=O)=O)ccc21	0.1	-4	0.7
CCC1(CC)NC(=O)N(CC(=O)Nc2ccc(C)cc2C)C1=O	1.7	-3	0.0
CN(CC(=O)NC(=O)NC1CCCCC1)CC(=O)Nc1ccc(Cl)cc1	5.6	-6	4.2

(list continues)
structure	V1R ag counter	GalR3 antag	OXTR agonist
O=C(O)c1ccc2ccc3ccccc3c2c1	1.5	1	3.0
COc1ccccc1NC(=O)c1cc2c(cc1Cl)N1CCCCCC1=NS2(=O)=O	0.8	0	1.3
CC1CCCCC1NC(=O)c1cc(=O)[nH]c2ccccc12 (centres undefined)	0.6	-2	0.7
CC1(C)CC2CC(C)(CN2C(=O)COC(=O)c2ccc(NC(=O)CC#N)cc2)C1 (centres undefined)	0.8	-5	1.5
CCc1cccc2c(C(=O)CN3C(=O)NC4(CCCCCC4)C3=O)c[nH]c12	1.1	-5	1.6
O=C1CCC(C(=O)OCC(=O)Nc2ccc(Cl)cc2C(F)(F)F)=NN1	-0.3	-3	0.7
CCc1ccc(S(=O)(=O)Nc2ccc(-c3ccc4nncn4n3)cc2)s1	2.5	-4	2.4
CCC(=O)N1CCC(NC(=O)Nc2ccc(OC(F)(F)F)cc2)CC1	0.6	-1	0.5
O=C1C=C(c2cc3ccccc3s2)CCC1	1.5	-6	0.2
Cc1ccc(NC(=O)CSc2ccc(-c3ccc(-n4cccn4)cc3)nn2)c(C)c1	-1.1	-1	0.5
COc1ccccc1Nc1nc(NCCCCO)nc(N2CCCC2)n1	2.0	-4	0.5
O=S(=O)(Nc1nccs1)c1ccc(NS(=O)(=O)c2c(F)cc(F)c(Cl)c2F)cc1	-0.1	0	0.7
COc1cc(NC(=O)COC(=O)Cc2ccsc2)cc(OC)c1	-0.4	-3	-0.5
COC(=O)c1ccc(NC(=O)CN2C(=O)NC3(CCC(C)CC3)C2=O)cc1 (centres undefined)	-0.2	-5	-0.2
CC(=O)c1ccccc1NC(=O)CSc1nnc(Cc2csc(C)n2)o1	0.0	-3	-0.6
CC(C)(Oc1ccc(Cl)cc1)C(=O)NC1CCCCC1	-2.2	-2	-2.6
CC[C@@]1(C(=O)OC)N[C@H](CN(C)C(=O)Nc2ccc(F)cc2)[C@@H]2C(=O)N(Cc3ccccc3)C(=O)[C@@H]21	0.1	-4	0.4
O=C1C=C(c2ccc(-c3ccccc3)c(F)c2)C[C@@H](c2ccc(F)cc2)C1	0.6	-4	0.5
CC(C)(C)C1CCC(C(=O)NNC(=O)c2ccncc2)CC1 (centres undefined)	0.1	-1	1.0
CC(OC(=O)c1ccc2ncsc2c1)C(=O)NC1CCCCC1C (centres undefined)	1.2	-5	0.8
O=C(NCCc1ccccc1)c1cccc2c1C(=O)c1ccc(N3CCOCC3)cc1S2(=O)=O	0.9	-9	2.1
O=C(C[C@@H]1C/C=C/CC[C@@H](Cc2ccc(F)cc2)C(=O)O[C@@H](c2ccccc2)CNC1=O)NCCO	-0.1	-4	0.1
Cc1noc(C)c1-c1ccc2ncnc(NCC3CCCCN3C)c2c1 (centres undefined)	1.0	-8	1.6
CCN(CC(=O)Nc1cccc(S(=O)(=O)N(C)c2ccccc2)c1)Cc1cccs1	-0.2	-5	1.5
C[C@H]1CN([C@@H](C)CO)C(=O)Cc2cc(NC(=O)C3CC3)ccc2O[C@H]1CN(C)Cc1ccc(Oc2ccccc2)cc1	0.9	-6	2.8

Among those listed so far, these have two or more sulfur atoms.
structure	V1R ag counter	GalR3 antag	OXTR agonist
CCCCn1c(SCC(=O)N2CCCC2=O)nc2cc(S(N)(=O)=O)ccc21	0.1	-4	0.7
CCc1ccc(S(=O)(=O)Nc2ccc(-c3ccc4nncn4n3)cc2)s1	2.5	-4	2.4
O=S(=O)(Nc1nccs1)c1ccc(NS(=O)(=O)c2c(F)cc(F)c(Cl)c2F)cc1	-0.1	0	0.7
CC(=O)c1ccccc1NC(=O)CSc1nnc(Cc2csc(C)n2)o1	0.0	-3	-0.6
CCN(CC(=O)Nc1cccc(S(=O)(=O)N(C)c2ccccc2)c1)Cc1cccs1	-0.2	-5	1.5

The list goes on:
structure	V1R ag counter	GalR3 antag	OXTR agonist
COc1ccc(-c2csc3ncnc(N4CCN(S(=O)(=O)c5cccc(C(F)(F)F)c5)CC4)c23)cc1	-1.4	-1	-1.1
CC(=O)Nc1ccc(NC(=O)C(C)OC(=O)CCSc2ccccc2Cl)cc1 (centres undefined)	2.0	-4	3.4
CC(=O)c1cccc(NC(=O)CN2C(=O)NC(C)(C)C2=O)c1	2.1	-3	1.7
O=C(NCCCN1CCOCC1)c1cccc(S(=O)(=O)N2CCN(c3ccccc3)CC2)c1	-0.8	-3	-0.8
NS(=O)(=O)c1cccc(NC(=O)c2ccc(S(=O)(=O)N3CCCCCC3)cc2)c1	0.3	-3	0.4
COc1ccc(CCN(C)C(=O)c2ccc3c(=O)n4c(nc3c2)CCCCC4)cc1OC	0.5	4	1.9
Cc1ccc2nc(SCC(=O)Nc3cc(C)on3)nc(=O)n2c1	0.3	-5	0.9
O=C(Cc1ccsc1)N1CCN(S(=O)(=O)c2ccccc2F)CC1	2.5	-4	1.0
Cc1ccc(NC(=O)C(C)Oc2ccccc2)cc1S(=O)(=O)N1CCCCCC1 (centres undefined)	-0.2	-4	-2.0
O=C(Nc1nccs1)OCc1ccccc1	0.3	-1	0.3
Cc1c(Nc2ncccc2C(=O)O)cccc1C(F)(F)F	1.0	0	-0.6
C=CCN(c1ccccc1)S(=O)(=O)c1cccc(C(=O)NC2CCN(Cc3ccccc3)CC2)c1	1.6	89*	-0.9
CC1CCN(c2ccc(S(=O)(=O)Nc3cc(C(=O)O)cc(C(=O)O)c3)cc2[N+](=O)[O-])CC1	1.2	-3	0.1
C=CCC[C@H](Cc1ccc(F)cc1)C(=O)OC[C@@H](Cc1c[nH]c2ccccc12)NC(=O)[C@@H](CC=C)CC(=O)NCCO	1.0	-3	1.7
Cc1ccccc1C=O	0.3	3	0.5
CCc1ccc(OCC(=O)NNC(=O)CNC(=O)c2ccc(Br)o2)cc1	0.1	3	-0.7
CC(=O)C[C@H]1c2cc(F)ccc2S(=O)(=O)N1c1ccc(N(C)C)cc1	1.2	3	1.6
CCN(c1ccccc1C)S(=O)(=O)c1cc2c3c(c1)CCN3C(=O)CC2	-0.3	-4	-0.8
Cc1ccc(S(=O)(=O)N2CCCC2CNC(=O)c2ccc(F)c(F)c2)cc1 (centres undefined)	-1.6	-5	-2.4
Cc1ccc(C(=O)OCC(=O)N(Cc2ccccc2)C(C)C)cc1C	-0.3	-3	-1.8
COc1ccc2sc(-c3ccc(S(C)(=O)=O)cc3)c(C(=O)NCCc3c[nH]c4ccccc34)c2c1	2.5	1	2.0
CC(=O)Nc1ccc(S(=O)(=O)N(C)CC(=O)OCC(=O)N(CC(C)C)C2CCS(=O)(=O)C2)cc1 (centres undefined)	1.1	-5	0.4
COc1ccc(C(CNC(=O)c2cccc(S(=O)(=O)Nc3ccccc3Cl)c2)N2CCOCC2)cc1 (centres undefined)	-1.0	-3	-0.5
Cc1cccc(-c2ccc3ncnc(NCc4cccs4)c3c2)c1	-0.9	-5	-1.3
Cc1nn(CC(=O)NC2CCS(=O)(=O)C2)c(C)c1S(=O)(=O)N(C)C (centres undefined)	2.1	3	0.0

Some of the entries so far, with values under each structure:
Each structure is followed by: V1R ag counter	GalR3 antag	OXTR agonist
> COc1ccc2sc(-c3ccc(S(C)(=O)=O)cc3)c(C(=O)NCCc3c[nH]c4ccccc34)c2c1
 : 2.5	1	2.0
> CC(=O)Nc1ccc(S(=O)(=O)N(C)CC(=O)OCC(=O)N(CC(C)C)C2CCS(=O)(=O)C2)cc1 (centres undefined)
 : 1.1	-5	0.4

The list continues.
structure	V1R ag counter	GalR3 antag	OXTR agonist
O=C(Nc1ccc(S(=O)(=O)N2CCOCC2)cc1)C1CCN(S(=O)(=O)c2ccc(F)cc2)CC1	0.3	-5	0.5
CCN(CC(=O)Nc1ccc(NC(C)=O)cc1)C(=O)COc1ccccc1-c1ccccc1	1.6	-6	1.5
O=C1[C@H]2[C@H](C=CC[C@H]2C(=O)N2CCN(c3ccccc3)CC2)CCN1Cc1ccc(Cl)c(Cl)c1	-1.0	-4	-1.1
Cc1cc(NC(=O)COC(=O)c2ccccc2Cl)no1	-0.1	-1	0.4
CC12CCC(=O)N1C(C(=O)NCCN1C(=O)S/C(=C\c3ccccc3F)C1=O)CS2 (centres undefined)	3.2	5	2.4
Cc1nnc(SCC(=O)N(CC(C)C)C2CCS(=O)(=O)C2)n1N (centres undefined)	0.8	-6	1.7
COc1ccc(COC(=O)c2ccc(S(=O)(=O)N3CCCCC3)cc2)cc1OC	2.9	-8	2.5
COc1ccc(NC(=O)Cc2ccc(Cl)cc2)cc1S(=O)(=O)N1CCCCC1	5.1	-5	5.4
Cc1ccc(-n2nnnc2SCC(=O)c2c(N)n(C3CC3)c(=O)[nH]c2=O)c(C)c1	2.0	-3	1.1
CCOC(=O)c1nn(-c2ccc(F)cc2)c(=O)cc1OCC(=O)N1CCN(c2ccccc2)CC1	-1.1	-5	-2.3
N#Cc1cnn2c(-c3cccc([N+](=O)[O-])c3)ccnc12	-1.5	-6	-2.0
Cc1cc(C)c(NC(=O)CNC(=O)COC(=O)Cc2ccccc2C)c(C)c1	0.0	-1	-0.3
COc1cc2ccccc2cc1C(=O)N1CCN(c2ccccc2O)CC1	3.1	-1	2.2
CC(NS(=O)(=O)c1cc(C(F)(F)F)ccc1Cl)C(=O)N(C)C1CCN(C)CC1 (centres undefined)	0.1	-2	0.7
CCCCn1c(N)c(N(CCC(C)C)C(=O)c2cc(CC)c(C)s2)c(=O)[nH]c1=O	0.1	-4	-0.3
Cc1ccccc1C(=O)N1CCC(C(=O)NN2C(=O)NC3(CCC(C)CC3)C2=O)CC1 (centres undefined)	0.3	-2	1.2
CC(=O)c1nn(-c2ccc(Cl)cc2)cc1C(=O)c1ccc(C)cc1	-0.8	3	-2.0
